# Screens (PubChem)
# FBPA coupling cs: coupling enzyme interference in Giardia aldolase counter-screen; activity change, negative = inhibition, % at 58.2 µM, hits read low; 0.67% of 290,000 active; coupling enzyme system counterscreen, AmpLite Red fluorescence; in the data active = activity change below about -30%; also: % is scaled to controls: 0 for no effect and ±100 for the full control effect
#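 Activity here indicates interference with the coupling reaction, not aldolase inhibition. Compounds at 57.5 uM final met coupling enzymes for 10 min at RT; substrate and AmpLite Red detection followed, with a 525/598 nm fluorescence read after 20 min.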
# KCNH2 3.1 inh: KCNH2 3.1 (human) potassium channel inhibition; U2OS KCNH2 3.1, thallium flux FluxOr; active compounds read low; activity change, % (tested at about 1.8 µM); 0.95% of 340,000 active; AID 720553;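 active = maximum activity change below -70%; inconclusive = maximum activity change from -70% to -50%; inactive = maximum activity change above -50%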;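 also: thallium influx rate constant from kinetic fluorescence after stimulation buffer; % is scaled to controls: 0 for no effect and ±100 for the full control effect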
#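 Measured as rate of thallium-driven FluxOr signal in transduced U2OS cells carrying the 3.1 channel, read kinetically for 2 min upon stimulation; values are rate constants scaled to DMSO control wells.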
# TRPV1 agonist: agonists of human vanilloid receptor 1 (TRPV1) | TRPV1-expressing cells, Fluo-8 calcium influx, agonist mode | 0.19% of 320,000 active | AID 540275 | activation, % at 8.33 µM; in the data active = activation above about 80%; inconclusive = between about 30% and that limit; also: 0% is about no effect
# Target sequence (Q8NER1 whole entry, looked up): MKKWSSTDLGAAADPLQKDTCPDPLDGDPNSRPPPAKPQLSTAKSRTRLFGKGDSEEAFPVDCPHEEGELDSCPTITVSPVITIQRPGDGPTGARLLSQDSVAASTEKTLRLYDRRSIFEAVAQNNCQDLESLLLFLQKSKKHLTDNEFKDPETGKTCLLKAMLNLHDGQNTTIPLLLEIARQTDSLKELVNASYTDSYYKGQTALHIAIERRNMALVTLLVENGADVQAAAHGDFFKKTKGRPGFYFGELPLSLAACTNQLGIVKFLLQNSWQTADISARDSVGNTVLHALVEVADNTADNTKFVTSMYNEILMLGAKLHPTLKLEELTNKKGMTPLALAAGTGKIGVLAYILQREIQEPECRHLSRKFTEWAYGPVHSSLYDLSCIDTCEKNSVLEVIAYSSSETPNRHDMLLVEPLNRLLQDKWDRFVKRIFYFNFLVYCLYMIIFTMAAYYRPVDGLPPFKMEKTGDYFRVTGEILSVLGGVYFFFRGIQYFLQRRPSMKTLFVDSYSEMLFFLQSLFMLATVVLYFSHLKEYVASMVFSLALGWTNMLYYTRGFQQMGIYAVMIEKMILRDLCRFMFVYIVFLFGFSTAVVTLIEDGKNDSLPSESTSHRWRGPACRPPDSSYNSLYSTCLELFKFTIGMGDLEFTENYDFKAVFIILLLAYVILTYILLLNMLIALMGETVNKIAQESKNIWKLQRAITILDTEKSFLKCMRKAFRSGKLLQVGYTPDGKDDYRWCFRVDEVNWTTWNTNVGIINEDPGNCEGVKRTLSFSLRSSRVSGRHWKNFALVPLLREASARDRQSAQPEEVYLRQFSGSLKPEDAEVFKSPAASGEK
#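 Fluo-8 calcium influx in TRPV1-expressing cells, kinetic read (ex 480/em 520 nm). Compound added and read 3 min for agonist activity, followed by capsaicin at EC20 final and 2 min further read for enhancement.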
# AT treatment: candidate therapy for ataxia-telangiectasia | […] A-T fibroblasts, KAP-1 phosphorylation AlphaLISA; neocarzinostatin DNA damage 30 min before lysis | Potency, µM (series often up to 57.5 µM), for the others: at the top dose activation, most hits filed as activators | 0.19% of 320,000 active | AID 485349; also: potency is read from the fitted curve at half-maximal effect; % of control where 0% means no effect; nearly all actives have a fitted effect of over 45% in size
#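 ATM-like activity read as KAP-1 phosphorylation via AlphaLISA donor/acceptor antibody pairs after lysis and 6 hr at 25C. Cells were ATM-null patient fibroblasts ([…], hTERT), dosed 60 min, then exposed to the DSB inducer NCS for 30 min.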
# Integrin act MD: activates integrin-mediated alleviation for muscular dystrophy. alpha7betagal myoblasts, beta-gal FDG fluorescence, 48 h. Potency, µM (top dose mostly 38.3 µM), for the others: top-dose activation, most hits filed as activators. 0.064% of 350,000 active;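 also: potency is read from the fitted curve at half-maximal effect; 100% = response of the positive control SU9516; nearly all actives have a fitted effect of over 60% in size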
#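 alpha7betagal+/- myoblasts (passage 13, 250/well) treated 48 h at 37C with compounds at 1:260 dilution of DMSO stock. Lysed, then beta-galactosidase activity read as FDG fluorescence (ex 480/em 540) after 30 min, with pre-read for autofluorescence.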
# MLL CXXC-DNA inh: blocks binding of human MLL CXXC domain to DNA; MLL-CXXC / FITC-HOXA9 DNA fluorescence polarization; Potency, µM (highest dose often 115 µM), for the others: top-dose activity change, negative = inhibition, actives largely listed as inhibitors; 0.037% of 290,000 active; active = well fitted inhibition curve with a large enough effect in the polarisation, with a control signal flat, not every such curve was filed as active; inconclusive = small, poorly fitted or top-dose-only effect, or effect the other way, or a change in a side signal; inactive = no such curve, though single readings can be large or run the other way; the % refers to the polarisation; also: potency is read from the fitted curve at half-maximal effect
#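 Fluorescence polarization: 7 uM MLL-CXXC (stock) preincubated 5 min with compounds, then 50 nM fluorescein-HOX-A9 DNA (stock) added; 30 min ambient. Buffer 50 mM Tris-HCl pH 7.5, 50 mM NaCl, 1 mM DTT, 0.05% BSA.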
# S-ASM inh: human S-ASM enzyme inhibition; placental ASM, HMU-PC fluorogenic substrate, 60 min; Potency, µM (doses to about 57.5 µM), for inactives: at the top dose activity change, negative = inhibition, actives largely listed as inhibitors; 0.006% of 340,000 active; also: potency is read from the fitted curve at half-maximal effect
#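 Human placenta-derived ASM preincubated with compound 10 min at room temperature, then reacted with 9 uM (final) fluorogenic HMU-PC substrate for 60 min at 37 C. Stop solution raises pH to 10; fluorescence read at Ex 386/Em 447 nm.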
# MBNL1 CUG block: inhibitors of human MBNL1 binding to CUG repeat RNA; AID 2675; Q9NR56; Potency, µM (highest dose often 57.5 µM), without a hit: at the top dose activity change, negative = inhibition, hits mostly inhibitors; 0.036% of 280,000 active; TR-FRET MBNL1-His/biotin-(CUG)12 binding, 665/545 ratio; active = well fitted inhibition curve with a large enough effect in the signal ratio, with a control signal flat, not every such curve was filed as active; inconclusive = small, poorly fitted or top-dose-only effect, or effect the other way, or a change in a side signal; inactive = no such curve, though single readings can be large or run the other way; the % refers to the signal ratio; also: potency is read from the fitted curve at half-maximal effect; % is scaled to controls: 0 for no effect and ±100 for the full control effect
#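 TR-FRET between His-tagged MBNL1 and biotin-(CUG)12 RNA, detected with Tb anti-His antibody (0.055 ng/ul) and streptavidin-XL665 (5 nM), 60 min at room temperature. Compounds titrated 92 nM to 58 uM; 665/545 nm ratio normalized to buffer and complex controls.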
# KCNH2 WT inh: KCNH2 (human, wildtype) channel inhibition; 0.37% of 340,000 active; U2OS, BacMam KCNH2, thallium flux FluxOr; active compounds read low; activity change, % at 1.84 µM;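 active = maximum activity change below -70%; inconclusive = maximum activity change between -70% and -50%; inactive = maximum activity change above -50%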; also: % is scaled to controls: 0 for no effect and ±100 for the full control effect
#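 U2OS cells transduced with wild-type KCNH2 virus are loaded with FluxOr dye for 45 min, and thallium flux is measured in kinetic reads before and after stimulation buffer. Rate constants are normalized to DMSO controls.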
# GALK inhibitor: galactokinase (human) inhibition; AID 1868; Potency, µM (series often up to 57.5 µM), without a hit: at the highest dose activity change, negative = inhibition, most hits filed as inhibitors; Purified GALK, Kinase-Glo residual ATP luminescence; 0.007% of 270,000 active; also: potency is read from the fitted curve at half-maximal effect; % is scaled to controls: 0 for no effect and ±100 for the full control effect
#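 Galactose (100 uM) and ATP (35 uM) were turned over by 5 nM GALK for 1 h at RT. Kinase-Glo Plus then converted the remaining ATP into a luminescent signal.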
# An asterisk follows results filed as active; ? = inconclusive; · = no result given; [ ] = another dose, or the depositor's remark. Unless noted, calls follow the shape of the dose curve; as a rule, active = well fitted curve in the direction sought with a large enough effect; inconclusive = small, poorly fitted or top-dose-only effect, or another doubt; inactive = no such curve, though single readings can be large; an effect the other way counts as inactive or inconclusive.
SMILES,FBPA coupling cs,KCNH2 3.1 inh,TRPV1 agonist,AT treatment,Integrin act MD,MLL CXXC-DNA inh,S-ASM inh,MBNL1 CUG block,KCNH2 WT inh,GALK inhibitor
O=C(c1cccc([N+](=O)[O-])c1)N1CC2C3C=CC(C3)C2C1 (configuration not stated),3,-8,9,2%,-1%,-8%,-2%,?,7,-2%
CN(CC(=O)Nc1ncn[nH]1)S(=O)(=O)c1cc(Cl)ccc1Cl,0,-14,-6,-2%,12%,6%,3%,0%,-15,2%
CN(C)S(=O)(=O)c1cccc(COC(=O)Cc2c(F)cccc2Cl)c1,·,0,3,12%,-38%,54%[activator],2%,-2%,15,-7%
CCOc1ccc(NC(=S)N(C)C)cc1,-1,23,·,6%,0%,-8%,1%,·,-13,-1%
Cc1ccc(C(=O)NCCc2ccncc2)cc1,3,-2,10,-1%,2%,-8%,8%,6%,-7,1%
O=C(OCc1c(-c2ccccc2)ncc2ccccc12)c1cccc(Br)c1,·,-11,7,11%,0%,·,-14%,·,-18,·
O=C(O)c1ccc(CSc2nnc(-c3ccccc3Cl)n2-c2ccccc2)cc1,0,14,1,-3%,31%,8%,0%,-7%,7,1%
Cc1cc(CNC(=O)c2cccc3c2C(=O)c2ccc(-c4ccc(F)cc4OCc4ccccc4)cc2S3(=O)=O)c(C(F)(F)F)o1,·,2,·,-6%,-15%,·,-7%,·,-3,·
Cc1ccc(C)c(NC(NC(=O)c2ccccn2)C(Cl)(Cl)Cl)c1 (configuration not stated),1,2,16,1%,23%,1%,-3%,-8%,2,0%
CCOc1ccc(NC(=O)C2CCCN(c3cnccn3)C2)cc1 (configuration not stated),·,3,-7,-6%,18%,2%,13%,1%,-1,6%
CN(C)CCCNC(=O)C(=O)NCC1CCCO1 (configuration not stated),-1,4,4,-1%,-12%,12%,1%,-2%,-17,1%
O=C(Cc1ccc(Br)cc1)OCC(=O)c1ccc2c(c1)OCCO2,-1,0,3,-2%,-18%,4%,4%,-14%,2,·

# Ordered by number of heavy atoms (highest first): some entries from above
SMILES,FBPA coupling cs,KCNH2 3.1 inh,TRPV1 agonist,AT treatment,Integrin act MD,MLL CXXC-DNA inh,S-ASM inh,MBNL1 CUG block,KCNH2 WT inh,GALK inhibitor
Cc1cc(CNC(=O)c2cccc3c2C(=O)c2ccc(-c4ccc(F)cc4OCc4ccccc4)cc2S3(=O)=O)c(C(F)(F)F)o1,·,2,·,-6%,-15%,·,-7%,·,-3,·
O=C(O)c1ccc(CSc2nnc(-c3ccccc3Cl)n2-c2ccccc2)cc1,0,14,1,-3%,31%,8%,0%,-7%,7,1%
O=C(OCc1c(-c2ccccc2)ncc2ccccc12)c1cccc(Br)c1,·,-11,7,11%,0%,·,-14%,·,-18,·
CN(C)S(=O)(=O)c1cccc(COC(=O)Cc2c(F)cccc2Cl)c1,·,0,3,12%,-38%,54%[activator],2%,-2%,15,-7%
CCOc1ccc(NC(=O)C2CCCN(c3cnccn3)C2)cc1 (configuration not stated),·,3,-7,-6%,18%,2%,13%,1%,-1,6%
Cc1ccc(C)c(NC(NC(=O)c2ccccn2)C(Cl)(Cl)Cl)c1 (configuration not stated),1,2,16,1%,23%,1%,-3%,-8%,2,0%
O=C(c1cccc([N+](=O)[O-])c1)N1CC2C3C=CC(C3)C2C1 (configuration not stated),3,-8,9,2%,-1%,-8%,-2%,?,7,-2%
CN(C)CCCNC(=O)C(=O)NCC1CCCO1 (configuration not stated),-1,4,4,-1%,-12%,12%,1%,-2%,-17,1%

# The list goes on:
SMILES,FBPA coupling cs,KCNH2 3.1 inh,TRPV1 agonist,AT treatment,Integrin act MD,MLL CXXC-DNA inh,S-ASM inh,MBNL1 CUG block,KCNH2 WT inh,GALK inhibitor
CC(=O)Nc1ccc(S(=O)(=O)NC2(C(F)(F)F)C(=O)Nc3c2c(=O)[nH]c(=O)n3Cc2ccccc2)cc1 (configuration not stated),3,3,1,-2%,12%,-7%,10%,4%,-1,-1%
CN(CC(=O)NCc1ccccc1)S(=O)(=O)c1cnc[nH]1,0,-1,2,·,-46%[inhibitor],-25%,2%,-10%,-14,2%
Cc1ccc(S(=O)(=O)N2CCC(C(=O)N3CCCC3C(=O)N[C@@H](CC(C)C)C(=O)NCC(N)=O)CC2)cc1 (some centres not stated),3,4,-1,-9%,14%,-3%,-4%,14%,2,·
CCOC(=O)N1CCN(S(=O)(=O)c2cc(Cl)c(OC)cc2Cl)CC1,3,1,7,1%,1%,0%,-1%,-4%,-17,0%
Cc1ccc(S(=O)(=O)NCC(C)NS(=O)(=O)c2ccc(C)cc2)cc1 (configuration not stated),0,2,-4,-5%,5%,-1%,-1%,2%,-3,1%
COc1ccccc1Cn1c(CO)nc2ccccc21,1,-3,11,11%,?,-3%,1%,-14%,1,3%
CN(CC(=O)Nc1ccc(F)c(Cl)c1)S(=O)(=O)c1ccc2c(c1)n(C)c(=O)c(=O)n2C,·,-2,-6,3%,17%,16%,-6%,4%,5,-2%
O=S(=O)(Nc1nc2ccccc2nc1-[n+]1ccccc1)c1ccc(Cl)cc1,0,-13,1,6%,24%,-1%,-13%,·,-10,0%
O=C(Nc1cc(S(=O)(=O)N2CCCCCC2)ccc1OCC(F)(F)F)c1ccc(=O)[nH]c1,·,-11,3,1%,15%,·,2%,·,1,·
O=C(CSCc1cccc(F)c1)NCc1ccccc1,3,-4,27,5%,0%,-1%,-2%,-7%,7,2%
Cc1ccc(-c2csc3ncnc(Oc4cccc5ccc(C)nc45)c23)cc1,-2,-7,17,3%,-15%,4%,-18%,-8%,5,1%
Cc1nc(NC(=O)Nc2ccc(Cl)cc2)sc1C,1,20,0,0%,11%,1%,3%,0%,3,6%
Oc1ccccc1CNc1cccc2cccnc12,-22,-6,8,-2%,13%,19%,-3%,6%,-13,1%
Cc1ccc(CNC(=O)Cn2c([N+](=O)[O-])cnc2C)cc1,-1,5,8,0%,-10%,9%,-1%,27%,-26,-3%
Cc1ccccc1NC(=O)c1ccccc1N(C)S(=O)(=O)c1ccccc1,·,-7,·,·,17%,·,-2%,·,11,·
CC(=O)c1ccc2noc(-c3ccccc3)c2c1,-2,3,12,-9%,27%,-7%,51%[activator],0%,-30,2%
Cc1cccc(N2CCN(CCCNC(=O)c3ccc(NC(=O)C4=CSCCO4)cc3)CC2C)c1 (configuration not stated),·,-26,15,17%,-34%,2%,13%,-1%,16,-2%
COc1ccccc1NS(=O)(=O)c1ccc(C(=O)OCC(=O)NCc2ccco2)cc1,7,-9,4,1%,-15%,4%,-1%,-4%,3,8%
Cc1ccc(C)c(NC(=O)C(Sc2nnc(-c3cccs3)o2)c2ccccc2)c1 (configuration not stated),-1,5,2,1%,13%,2%,-6%,-3%,3,1%
CCc1cc(CNC(=O)c2ccc(OC3CCN(C(C)=O)CC3)c(OC)c2)on1,-2,14,2,3%,?,26%,1%,0%,-4,-2%
CCCn1c(N)c(C(=O)CSc2nnc(-c3ccoc3C)n2C)c(=O)n(C)c1=O,·,3,1,-4%,-13%,·,2%,·,-2,·
O=C(Nc1cc(Cl)ccc1Cl)N1CCCC1,2,11,5,8%,24%,-1%,1%,-17%,-6,1%
FC(F)(F)c1cccc(NC(=S)Nc2cccc(NC(=S)Nc3cccc(C(F)(F)F)c3)n2)c1,-3,-28,·,0%,16%,1%,-15%,·,2,5%
CCCCN1C2=C(C(=O)CC(C)(C)C2)C(c2ccccc2)C2=C1c1ccccc1C2=O (configuration not stated),-9,2,16,-5%,-5%,-15%,-19%,10%,4,-1%
O=C(COC(=O)c1ccc(Cl)nc1)Nc1ccc2c(c1)CCC2,·,8,·,3%,-19%,·,-4%,·,0,·
O=C1C(=O)N(CCN2CCCCC2)c2ccccc21,-16,2,2,-1%,-26%,3%,0%,2%,-7,0%
CCOc1ccc(C(=O)N2CCc3ccccc32)cc1OCC,4,13,8,6%,-21%,26%,2%,-1%,-5,3%
O=C(CN1C(=O)NC2(CCCC2)C1=O)N1CCN(S(=O)(=O)c2ccccc2[N+](=O)[O-])CC1,·,-9,-2,5%,-20%,·,·,·,-7,·
COc1ccc(-c2nnc(-c3cc4c(ccc5ccccc54)oc3=O)o2)cc1,3,-14,3,-4%,-2%,0%,180%[activator],-1%,1,0%
